# Screening results as filed in PubChem.
# GoLoco inh red – qHTS Assay for Inhibitors of RGS12 GoLoco Motif Activity (Red Fluorophore); AID 880, 2007; Gai1:RGS12 GoLoco peptide FP, rhodamine, 10 min; 230,000 compounds, 0.44% hits; Guanine nucleotide-binding protein G(i) subunit alpha-1 (Homo sapiens), P63096; Potency, µM (highest dose often 61.6 µM), without a hit: at the highest dose activity, negative = inhibition, usual class: inhibitors; active means well fitted inhibition curve with a large enough effect, not every such curve was filed as active; inactive means no such curve, though single readings can be large or run the other way; further: on the % scale 0 is the no-effect control and ±100 the full control effect; nearly all actives have a fitted effect of over 30% in size; many of its hits are not listed in these tables
# ALDH1A1 inh – qHTS Assay for Inhibitors of Aldehyde Dehydrogenase 1 (ALDH1A1). Potency, µM (doses to about 75.3 µM), for the others: at the top dose activity, negative = inhibition, hits mostly inhibitors. Purified ALDH1A1, NADH fluorescence, propionaldehyde substrate. 220,000 compounds, 7.3% hits. Aldehyde dehydrogenase 1A1 (Homo sapiens), P00352; active means well fitted inhibition curve with a large enough effect, not every such curve was filed as active; inconclusive means small, poorly fitted or top-dose-only effect, or another doubt; inactive means no such curve, though single readings can be large or run the other way;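 further: plate controls were no enzyme wells and a reference inhibitor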
# LMNA splice mod – qHTS Assay for Modulators of Lamin A Splicing; HeLa LMNA splicing GFP/RFP minigene ratio, 48 h; Potency, µM (top dose mostly 46.1 µM), for inactives: top-dose ratio change, negative = inhibition, most hits filed as inhibitors; 200,000 compounds, 0.01% hits; active means well fitted inhibition curve with a large enough effect in the signal ratio, with a control signal flat, not every such curve was filed as active; inconclusive means small, poorly fitted or top-dose-only effect, or effect the other way, or a change in a side signal; the % refers to the signal ratio; further: on the % scale 0 is the no-effect control and ±100 the full control effect
#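 Read-out is the ratio of GFP to DsRed2 object intensity, acquired by 488 nm laser-scanning cytometry on HeLa lamin A-EGFP minigene reporter cells. Compound incubation 48 hrs at 37 °C in Opti-MEM with 2% FBS; DMSO 0.5% final.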
# TexasRed fluor – Total Fluorescence Counterscreen for Inhibitors of the Interaction of Thyroid Hormone Receptor and Steroid Receptor Coregulator 2 | TRb/SRC2 Texas Red total fluorescence interference | Potency, µM (series often up to 106 µM), for inactives: top-dose fluorescence change, negative = quenching | 280,000 compounds, 0.29% hits | AID 1479, 2009; active means well fitted curve in either direction with a large enough effect; inconclusive means small, poorly fitted or top-dose-only effect; further: on the % scale 0 is the no-effect control and ±100 the full control effect
#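 Flags fluorescent or light-absorbing compounds by total fluorescence, S + 2P, at 555 nm excitation and 632 nm emission. Mixture: 20 nM Texas Red SRC2 peptide, 0.6 uM human TRb LBD, 1 uM T3, 5% DMSO; compound exposure 5 h at ambient temperature.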
# KDM4E inh – qHTS Assay for Inhibitors of Human Jumonji Domain Containing 2E (JMJD2E). Lysine-specific demethylase 4E (Homo sapiens), B2RXH2. JMJD2E catalytic domain, FDH-coupled NADH fluorescence (FDH is formaldehyde dehydrogenase). Potency, µM (highest dose often 57.1 µM), for inactives: at the highest dose activity change, negative = inhibition, actives largely listed as inhibitors. 230,000 compounds, 1.6% hits; active means well fitted inhibition curve with a large enough effect, not every such curve was filed as active; inconclusive means small, poorly fitted or top-dose-only effect, or another doubt; inactive means no such curve, though single readings can be large or run the other way;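 further: 0% = wells with enzyme and -100% = buffer wells without enzyme; nearly all actives have a fitted effect of over 50% in size; many of its hits are not listed in these tables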
# Target sequence (B2RXH2 1-337 limits assumed): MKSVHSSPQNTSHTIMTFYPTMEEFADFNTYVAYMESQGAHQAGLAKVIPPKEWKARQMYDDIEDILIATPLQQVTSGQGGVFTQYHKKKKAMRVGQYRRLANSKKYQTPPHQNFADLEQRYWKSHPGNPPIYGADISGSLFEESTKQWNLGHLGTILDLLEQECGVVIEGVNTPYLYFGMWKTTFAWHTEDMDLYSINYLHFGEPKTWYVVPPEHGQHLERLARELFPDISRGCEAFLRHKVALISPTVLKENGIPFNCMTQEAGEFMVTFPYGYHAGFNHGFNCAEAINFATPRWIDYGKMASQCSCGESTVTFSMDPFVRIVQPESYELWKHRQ
# TRb-SRC2 inh – qHTS for Inhibitors of the Interaction of Thyroid Hormone Receptor and Steroid Receptor Coregulator 2; Thyroid hormone receptor beta (Homo sapiens), P10828; TRbeta-SRC2 peptide binding, fluorescence polarization; receptor liganded with 1 µM T3; Potency, µM (titrated, usually from 106 µM), for the others: at the top dose activity change, negative = inhibition, actives largely listed as inhibitors; 280,000 compounds, 0.065% hits;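 further: plate controls were bound peptide for no effect and peptide without receptor for full effect; nearly all actives have a fitted effect of over 50% in size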
# Target sequence (P10828 whole entry, looked up): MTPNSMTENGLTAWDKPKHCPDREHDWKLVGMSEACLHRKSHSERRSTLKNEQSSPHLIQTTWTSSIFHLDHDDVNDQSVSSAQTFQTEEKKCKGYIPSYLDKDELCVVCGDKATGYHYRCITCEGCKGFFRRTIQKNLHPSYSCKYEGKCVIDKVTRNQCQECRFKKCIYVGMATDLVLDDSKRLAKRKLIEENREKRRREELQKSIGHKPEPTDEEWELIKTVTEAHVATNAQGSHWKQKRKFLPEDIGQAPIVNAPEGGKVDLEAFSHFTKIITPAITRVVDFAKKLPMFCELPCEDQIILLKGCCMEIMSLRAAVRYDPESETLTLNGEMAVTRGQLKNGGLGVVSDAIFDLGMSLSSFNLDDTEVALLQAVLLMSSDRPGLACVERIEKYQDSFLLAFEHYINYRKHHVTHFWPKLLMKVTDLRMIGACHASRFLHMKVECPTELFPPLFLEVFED
#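 TRb LBD 0.6 uM + Texas Red SRC2 peptide 20 nM, 1 uM T3, Tris buffer w/ 5% DMSO; compound pinned, 5 h RT; FP read ex 555/em 632; normalized to unbound and bound controls.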
# SMN2 splice enh – qHTS Assay for Enhancers of SMN2 Splice Variant Expression; Potency, µM (doses to about 46.1 µM), for inactives: at the top dose activity change, positive = activation, usual class: activators; AID 1458, 2008; HEK293 SMN2-luciferase splicing reporter, luminescence, 30-36 h; 210,000 compounds, 2.8% hits; further: % of control where 0% means no effect; nearly all actives have a fitted effect of over 55% in size
#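 HEK293 cells carry an SMN2 minigene-luciferase reporter in which exon 7 inclusion puts luciferase in frame. Cells were seeded at 2000 cells/well, attached for 10-12 hours, then exposed to compounds for 30-36 hours at 37C before ONE-Glo luminescence.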
# RECQ1 helicase – qHTS Assay for Inhibitors of RecQ-Like Dna Helicase 1 (RECQ1). RECQ1 DNA unwinding, red fluorescence kinetic read. Potency, µM (highest dose often 57.3 µM), for the others: at the top dose activity, negative = inhibition, hits mostly inhibitors. 240,000 compounds, 0.54% hits. AID 2549, 2010;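 further: plate controls were vehicle for no effect and no enzyme for full effect; nearly all actives have a fitted effect of over 30% in size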
#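 50 nM RECQ1T1 preincubated 15 min with compound in Tris pH 8.0 buffer with MgCl2, DTT, Tween-20 and 2.5 ug/ml poly(dI-dC); started with 200 nM TAMRA/BHQ-2 forked duplex and 2 mM ATP. Unwinding read as fluorescence (525/598 nm), two reads 2 h apart.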
# * = called active by the depositor; i = inactive; ? = inconclusive; / = no result given; & = joins results of further samples; ! = not active in a repeat; [ ] = dose if it differs, or a comment. Unless noted, the call rests on the fitted dose curve; in most records, active means well fitted curve in the direction sought with a large enough effect; inconclusive means small, poorly fitted or top-dose-only effect, or another doubt; inactive means no such curve, though single readings can be large; an effect the other way counts as inactive or inconclusive. Potency means the concentration at half of the fitted maximal effect. Some of the compounds tested, so the mix of outcomes need not match the whole.
# Preview:
SMILES,GoLoco inh red,ALDH1A1 inh,LMNA splice mod,TexasRed fluor,KDM4E inh,TRb-SRC2 inh,SMN2 splice enh,RECQ1 helicase
CCOP(=S)(OCC)Oc1ccc2c(C)c(Cl)c(=O)oc2c1,9%,?,?,0%,?,-8%,-1%,-3%
COc1cccc(CNC2CN3CCC2CC3)c1OC (stereo unspecified),11%,4%,1%,-2%,-5%,-6%,-12%,-4%

# The list itself, from the start:
SMILES,GoLoco inh red,ALDH1A1 inh,LMNA splice mod,TexasRed fluor,KDM4E inh,TRb-SRC2 inh,SMN2 splice enh,RECQ1 helicase
CCOP(=S)(OCC)Oc1ccc2c(C)c(Cl)c(=O)oc2c1,9%,?,?,0%,?,-8%,-1%,-3%
COc1cccc(CNC2CN3CCC2CC3)c1OC (stereo unspecified),11%,4%,1%,-2%,-5%,-6%,-12%,-4%
CNc1ccc(C(=O)CC(O)CCC(C)C2OC(=O)CC(O)CC(=O)CC(O)CC(O)CC(O)CC(O)CC3(O)CC(O)C(C(=O)OC)C(CC(O[C@@H]4OC(C)C(O)C(N)C4O)/C=C/C=C/C=C/C=C/C=C/C=C/C=C/C2C)O3)cc1 (stereo partly specified),10%,-4%,/,-2%,-4%,1%,0%,i
CC(C)(C)C(=O)C(Oc1ccc(Cl)cc1)n1cncn1 (stereo unspecified),-3%,7%,-9%,-2%[201 µM],-5%,-9%[201 µM],-16%,-1%
CNC(C(=O)c1ccccc1)C(OC(C)=O)c1cccc([N+](=O)[O-])c1 (stereo unspecified),4%,?,/,1%,2%,5%,/,6%
O=C(COc1ccc(S(=O)(=O)N2CCOCC2)cc1)N1CCN(Cc2ccc3c(c2)OCO3)CC1,14%,4%,?,2%,0%,-1%,-57%[inhibitor],-7%
Cc1cc(C(=O)CS(=O)(=O)c2ccccc2)cc(C)c1OC(=O)N(C)C,10%,?,8%[46 µM],-5%,-6%,3%,10µM*,-3%
CCCCN1C(=O)NC(=O)C2(Cc3ccccc3N3CCOCC32)C1=O (stereo unspecified),2%,4%,-2%,1%,-3%,0%,-2%,-9%
CCCCCCCCCCCCCCCCOC[C@H](COP(=O)([O-])OCC[N+](C)(C)C)OC(C)=O,-1%&4%,-7%&11%,/,-1%&-2%,0%,8%&2%,0%&2%,22%
O=C1c2ccccc2C(=O)c2ccccc21,-1%&9%,1%,-21%,-4%[201 µM],3%,-5%[201 µM],-6%,-9%
O=C(/C=C/c1c[nH]c2ccccc12)c1c(O)n(CCc2ccccc2)c(=O)[nH]c1=O,61%[activator],?,/,2%,?,1%,/,-23%
Brc1ccc(Oc2cc(Br)c(Br)cc2Br)c(Br)c1,6%&11%,2%&-7%,/,-5%[201 µM],/,-1%[201 µM],8%&-5%,1%&-7%
Cc1ccc(-c2nc3ccccc3c(=O)n2-c2ncccc2C)cc1,12%,?,4%,-1%,-3%,-10%,-6%,-13%
C=C1C/C(=C/C)C(=O)O[C@@H]2CCN3CC=C(COC(=O)[C@]1(C)O)[C@H]23,-2%,/,/,-4%,?,3%,/,3%
COc1cc(CNC(=O)CCCC/C=C/C(C)C)ccc1O,-3%&-8%&3%&4%&-52%,2µM*!,?,1%,0%&1%,-1%,-32%&2%&-9%[inhibitor],-4%&-12%&-2%&-21%
COCc1ccc(CN2CCCC(C(=O)c3sccc3C)C2)o1 (stereo unspecified),6%,3%,?,0%,2%,0%,/,?
NC(=O)C[N+]1(CC#CC(O)(c2ccccc2)c2ccccc2)CCCC1,8.9µM*,-10%,/,-5%,?,0%,4%,-7%
CC(Cc1cccc(C(F)(F)F)c1)NCCCc1ccccc1 (stereo unspecified),-4%,-12%,/,0%,/,9%,-6%,-1%
C/C=C1/C[C@@H](C)[C@](O)(CO)C(=O)OCC2=CCN3CC[C@@H](OC1=O)C23 (stereo partly specified),6%,7%,/,-6%&0%,-13%,7%&4%,/,22µM*
O=C(c1ccc(Cl)cc1)C1CCCN(Cc2ccc3ncccc3c2)C1 (stereo unspecified),8%,-5%,/,-4%,3%,-5%,-34%[inhibitor],i
C=CCn1c(O)c(C(CC)=Nc2ccccc2NC(C)=O)c(=O)[nH]c1=O,3%,9%,6%,-1%,-2%,-7%,-8%,-2%
Nc1ncnc2c1ncn2[C@@H]1O[C@H](COP(=O)(O)CP(=O)(O)OP(=O)(O)O)[C@@H](O)[C@H]1O,3%,8%,/,-4%,/,4%,-13%,i
CN1C(=O)NC(=O)/C(=C\c2ccc([N+](=O)[O-])o2)C1=O,24%,?,-5%[46 µM],14%,?,3%,5%,i
O=C(Cn1c(=O)n(CC2CS2)c2ccccc21)N1CCCCC1 (stereo unspecified),3%,-11%,/,2%,14%,9%,/,0%
CCC1(c2ccccc2)C(=O)NC(=O)N(C)C1=O (stereo unspecified),-16%,-2%,?,1%,/,-1%,/,i

# Going on with the list:
SMILES,GoLoco inh red,ALDH1A1 inh,LMNA splice mod,TexasRed fluor,KDM4E inh,TRb-SRC2 inh,SMN2 splice enh,RECQ1 helicase
C=CCc1ccc2c(c1)OCO2,1%&-8%,-7%&-12%,/,-1%&0%,3%,3%&6%,17%,13%&-1%
O=C(Nc1cccc(OC(=O)N2CCCCC2)c1)N1CCCCC1,3%,-1%,-7%,2%,6%,-7%,-7%,1%
O=P1(Nc2ccc(F)cc2)COc2ccccc2OC1,0%,-4%,5%,-4%,7%,3%,-10%,-8%
O=[N+]([O-])c1cc(Cl)c(Cl)cc1Cl,-4%,-1%,/,-1%,/,3%,-1%,-15%
Cc1nn(-c2ccccc2)c2c1C(c1ccc3c(c1)OCO3)SCC(=O)N2 (stereo unspecified),5%,-16%,-2%,0%,-4%,2%,0%,i
CC(=O)NC(=O)NC(C)Cc1ccccc1 (stereo unspecified),4%,5%,?,0%,-4%,-13%,-15%,-13%
Cc1ccc(C[N+](C)(C)C)o1,-29%&-1%&-11%,-17%&7%&1%,/,-2%&-1%&0%,-6%&4%,0%&-7%&1%,-8%&-8%,-1%&-5%&-6%
Cc1ccc2nsnc2c1-n1c(C)nc2ccccc2c1=O,3%,11%,8%,-3%,-2%,-8%,-6%,1%
O=c1oc2cccnc2n1CCS(=O)(=O)c1ccc(F)cc1,4%,/,/,-2%,?,3%,/,-5%
O=C1NC(=O)N(Cc2ccco2)C(=O)/C1=C/C=C/c1ccco1,29%,/,/,3%,25µM*,3%,/,10µM*
COc1ccc(Br)cc1CN1CCN(C(=O)Cc2ccccc2)CC1,-1%,?,0%,-8%,?,3%,6%,-6%
CN1CCc2c([nH]c3ccccc23)C1,4%,-3%,/,0%,?,-1%,/,-9%
CCc1cccc(CC)c1NC(=S)N1CC2CC(C1)c1cccc(=O)n1C2 (stereo unspecified),8%,13%,-12%,-4%,-5%,-3%,5%,-9%
C/C=C1/CN2CC[C@]34C(=C(C=O)[C@@H]1C[C@H]23)Nc1c(O)cccc14,3%,2%,/,-1%,12%,-1%,5%,-1%
CCSC(=O)Cl,3%,?,/,-1%,/,-3%,1%,-2%
C#C[C@]1(O)CC[C@H]2[C@@H]3CCC4=CC(=O)CCC4(C)[C@H]3CCC21C (stereo partly specified),-3%,5%,/,?,/,-14%,/,i
COC(=O)[C@@H](N)CCCN=C(N)N[N+](=O)[O-],2%&-3%&9%,3%,/,-2%&-10%&-8%&0%,-4%&2%,4%&3%&-2%&-9%,-16%,-15%&-3%&-2%
CN(C)CP(=O)(Nc1ccccc1)N(C)C (stereo unspecified),-4%,9%,9%,2%,8%,-3%,-3%,i
Cc1onc(-c2c(Cl)cccc2Cl)c1C(=O)Nc1ccc2c(C(F)(F)F)cc(=O)oc2c1,-6%,/,/,-4%,?,-8%,/,-3%
CCOC(=O)Cn1c(=O)oc2cc(S(=O)(=O)NC3CCCc4ccccc43)ccc21 (stereo unspecified),9%,?,-4%,2%,-1%,-2%,-6%,-13%
CC(Cc1ccccc1)NCC(=O)Nc1cc(N(C)C)nc2ccccc12 (stereo unspecified),7%,/,-19%[46 µM],-2%,?,4%,/,8%
COC(=O)C(O)(c1ccc(N(C)C(=O)c2cccs2)cc1)C(F)(F)F (stereo unspecified),14%,2%,/,-4%,-24%,-2%,/,-10%
O=c1oc2ccccc2c(O)c1C(c1ccccc1O)c1c(O)c2ccccc2oc1=O,5%,10%,/,-2%,2%,3%,5%,i
CCCCN(Cc1ccccc1)C1CCN(CCc2ccccc2)CC1,-1%,-2%,-10%,0%,1%,14%,-17%,i
O=C1N(c2ccccc2)C(c2cccnc2)N2CCCN12 (stereo unspecified),-6%,-2%,/,2%,8%,1%,/,-15%
CNCC/C=C\c1cccnc1,3%,2%,/,-1%,3%,-1%,/,-8%
CCCCCCCCOC(=O)c1ccccc1C(=O)OCCCCCCCC,5%&6%,25µM*,?,2%[201 µM],/,2%[201 µM],-25%,5%
C=CCn1c(O)c(/C=N/N2CCOCC2)c(=O)[nH]c1=S,0%,?,-6%,-4%,-5%,0%,-16%,-2%
O=C1Nc2ccccc2C2(CCN(CCc3ccc(C(F)(F)F)cc3)CC2)O1,15%,1%,/,-5%&0%,2%,-5%&3%,-100%[inhibitor],-13%&-5%
N[C@H](Cc1o[nH]c(=O)c1Cl)C(=O)O,0%,5%,/,-1%,-19%,-2%,/,1%
